# From PubChem
# SMARCA2 activ = SMARCA2 (BRM) function activators, primary screen, cell-based, luminescence, high throughput | MG213 cells, MMTV-luciferase reporter, dexamethasone, overnight | AID 652017, 2013 | 370,000 tested, 1% active | activation, % at 9.1 µM; in the data active means activation above about 7.8%;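 further: 0% = vehicle wells and 100% = reference activator wells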
# FXN GAA850 act = FXN promoter activators, primary screen, cell-based, luciferase luminescence, HEK293 lucGAA850 | AID 540364, 2011 | HEK293 lucGAA850 FXN promoter luciferase reporter, 24 h; percent of 10 µM SAHA response | activation, % at 6 µM | 360,000 tested, 0.56% active;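 active means activation above the average of all compounds screened plus 3 SD, cutoff fixed separately per campaign, cut at about 7.5% in these data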;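 further: 0% = DMSO wells and 100% = 10 µM SAHA wells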
# PLC-beta3 inh = human PLC-beta3 inhibitors, primary screen, biochemical, fluorescence; inhibition, % at 12.2 µM; AID 720704, 2013; Purified PLC-beta3, fluorogenic substrate; 1-phosphatidylinositol 4,5-bisphosphate phosphodiesterase beta-3 (Homo sapiens), Q01970; 370,000 tested, 0.18% active; in the data active means inhibition above about 11%;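 further: 0% = median of compound wells on plate and 100% = full blocker control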
# Target sequence (Q01970 whole entry, looked up): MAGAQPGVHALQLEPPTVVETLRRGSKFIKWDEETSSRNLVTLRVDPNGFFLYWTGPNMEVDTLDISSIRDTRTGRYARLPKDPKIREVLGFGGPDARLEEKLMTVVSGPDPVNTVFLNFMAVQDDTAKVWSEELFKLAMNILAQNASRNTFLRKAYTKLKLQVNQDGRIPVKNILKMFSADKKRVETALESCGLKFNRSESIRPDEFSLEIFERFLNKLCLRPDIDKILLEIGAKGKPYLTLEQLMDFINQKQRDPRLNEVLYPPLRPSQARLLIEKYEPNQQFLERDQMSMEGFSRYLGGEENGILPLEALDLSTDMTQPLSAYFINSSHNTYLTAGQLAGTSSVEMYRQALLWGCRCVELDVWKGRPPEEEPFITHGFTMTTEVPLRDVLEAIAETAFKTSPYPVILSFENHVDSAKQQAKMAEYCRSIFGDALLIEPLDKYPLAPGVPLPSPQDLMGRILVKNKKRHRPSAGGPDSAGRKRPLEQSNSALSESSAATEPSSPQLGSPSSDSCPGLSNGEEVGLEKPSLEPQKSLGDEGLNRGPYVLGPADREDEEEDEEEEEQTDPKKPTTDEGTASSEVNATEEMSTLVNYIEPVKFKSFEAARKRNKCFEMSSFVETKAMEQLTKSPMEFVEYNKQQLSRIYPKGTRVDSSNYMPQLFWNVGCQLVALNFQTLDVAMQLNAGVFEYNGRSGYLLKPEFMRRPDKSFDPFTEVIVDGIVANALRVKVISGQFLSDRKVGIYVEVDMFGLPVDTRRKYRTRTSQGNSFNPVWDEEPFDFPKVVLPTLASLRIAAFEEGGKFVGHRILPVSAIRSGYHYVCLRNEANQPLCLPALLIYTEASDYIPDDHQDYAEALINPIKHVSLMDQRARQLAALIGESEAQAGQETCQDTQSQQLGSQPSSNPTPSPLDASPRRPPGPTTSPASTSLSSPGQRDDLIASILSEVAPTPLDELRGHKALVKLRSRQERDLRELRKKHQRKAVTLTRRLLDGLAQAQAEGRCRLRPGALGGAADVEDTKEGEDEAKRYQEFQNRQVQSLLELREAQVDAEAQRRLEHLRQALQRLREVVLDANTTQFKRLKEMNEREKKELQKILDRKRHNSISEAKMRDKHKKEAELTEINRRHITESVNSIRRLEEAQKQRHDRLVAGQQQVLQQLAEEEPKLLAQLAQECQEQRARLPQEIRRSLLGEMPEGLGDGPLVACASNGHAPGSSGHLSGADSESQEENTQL
# ssDAF-12 act = S. stercoralis DAF-12 nuclear receptor activators, primary screen, cell-based, luminescence, HEK293, GRIP1 co-expression, lit1-tk-luc; HEK293 ssDAF-12/GRIP1 lit1-tk-luc reporter; % of 3 µM dafachronic acid response; Nuclear hormone receptor DAF-12 (Strongyloides stercoralis); 370,000 tested, 1% active; activation, % at 6.8 µM; AID 652126, 2013;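 active means activation above the mean over all tested compounds plus 3 SD, cut at about 0.9% in these data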;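 further: 0% = DMSO-only wells and 100% = 3 µM delta7-dafachronic acid wells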
# DAX1 inh-1 = DAX1 (NR0B1) inhibitors, primary screen, cell-based, HEK293, Gal4-DAX1, luciferase luminescence; Nuclear receptor subfamily 0 group B member 1 (Homo sapiens), P51843; HEK293 Gal4-DAX1 luciferase reporter; inhibition, % at 6.75 µM; 340,000 tested, 0.99% active; AID 504766, 2011;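 active means inhibition above the mean over all tested compounds plus 3 SD, cut at about 4.2% in these data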;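 further: 0% = DAX1-transfected cells with DMSO and 100% = empty-vector control cells with DMSO; inhibition shows as a rise in luminescence from relieved DAX1 repression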
# Rev-erbA mod = modulators of Rev-erb alpha DNA binding, primary screen, biochemical, FITC-DNA, fluorescence polarization, uHTS; Nuclear receptor subfamily 1 group D member 1 (Homo sapiens), P20393; Rev-erbα–FITC-DNA binding, 90 min; activity, % at 10 µM; 370,000 tested, 0.79% active; AID 1259318, 2017;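 active means activity above about 14%, limit read from the data; passing the limit was not always enough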;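 further: 0% = DMSO wells with 35 nM protein and 100% = DMSO wells with 750 nM protein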
# PG9 Ab binder = binders of HIV-1 gp120 antibody PG9, primary screen, biochemical, TR-FRET; TR-FRET gp120-PG9 antibody binding; HIV-1 gp120 / PG9 antibody interaction; 360,000 tested, 0.43% active; AID 624416, 2012; inhibition, % at 6.7 µM; in the data active means inhibition above about 8.5%
# hgDAF-12 ag = H. glycines DAF-12 receptor agonists, primary screen, cell-based, luminescence, HEK293, GAL4 fusion, UAS-luciferase; Nuclear hormone receptor DAF-12 (Heterodera glycines), GAL4 fusion; HEK293 GAL4-hgDAF12 UAS-luciferase reporter, agonist luminescence; normalized to butyrate control; activation, % at 6.8 µM; 370,000 tested, 1.8% active;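 active means activation above a cutoff set at the mean of all screened compounds plus 3 SD, cut at about 10% in these data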;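 further: 0% = DMSO wells and 100% = sodium butyrate wells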
# sPLA2-III inh = human group III sPLA2 inhibitors, primary screen, biochemical, QFRET, BODIPY PC-A2 liposome substrate. Group 3 secretory phospholipase A2 (Homo sapiens), Q9NZ20. QFRET BODIPY PC-A2 liposome hydrolysis, fluorescence. 370,000 tested, 0.56% active. AID 743126, 2013. inhibition, % at 12.2 µM;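 active means inhibition above mean plus 3 SD of compounds lying within the high and low control bounds, cut at about 19% in these data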;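 further: 0% = median of test compound wells and 100% = no enzyme DMSO wells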
# hcDAF12 agonist = H. contortus DAF-12 nuclear receptor activators, primary screen, cell-based, luminescence, HEK293, lit1-tk-luc reporter. 370,000 tested, 1.4% active. AID 652067, 2013. activation, % at 6.8 µM. HEK293 hcDAF-12 lit1-tk-luc reporter; 0% DMSO, 100% Δ7-dafachronic acid;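 active means activation above the mean of all tested compounds plus 3 SD, cut at about 5.5% in these data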;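 further: 100% = response to 3 µM Δ7-dafachronic acid high control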
# DAX1 inh-2 = DAX1 (NR0B1) inhibitors on StAR promoter, primary screen, cell-based, luminescence, SF-1 (NR5A1), full-length DAX-1 | inhibition, % at 6.8 µM | HEK293T StAR-luciferase reporter, SF-1/DAX-1 repression relief | AID 652010, 2013 | 370,000 tested, 1.1% active;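 active means inhibition above the mean over all tested compounds plus 3 SD, cut at about 3.6% in these data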;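 further: 0% = DAX-1 cells with DMSO and 100% = cells lacking DAX-1 with DMSO; higher inhibition means more luminescence from relief of DAX-1 repression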
# Starred values were filed as active, the others as inactive; . = not tested or not shown.
SMILES,SMARCA2 activ,FXN GAA850 act,PLC-beta3 inh,ssDAF-12 act,DAX1 inh-1,Rev-erbA mod,PG9 Ab binder,hgDAF-12 ag,sPLA2-III inh,hcDAF12 agonist,DAX1 inh-2
O=C(COc1cccnc1[N+](=O)[O-])Nc1ccc2c(c1)OC(F)(F)O2,-2,0.1,2,-1.6,-0.8,3,0.8,-0.3,-4,-1.8,-1.0
CCCNC(=O)c1cc(SC)ccc1Cl,-2,-2.2,2,-0.9,-0.2,-6,0.6,0.2,5,-1.3,-0.5
CCCn1c(C)cc(C(=O)COC(=O)c2cc(=O)[nH]c3ccccc23)c1C,3,-1.2,-7,0.6,-1.1,-10,1.7,11*,3,6.5*,5.4*
CC1(C)C(c2cccs2)=[N+]([O-])C2(CCCCC/C2=N\NC(N)=O)N1O (centres undefined),4,-1.7,1,-1.1,-0.7,0,-1.5,1.9,9,0.6,-0.4
CCOC(=O)c1cc(C#N)c(SCC(N)=O)[nH]c1=O,-3,-0.6,-55,-1.5,4.5*,-5,-1.9,1.7,-1,0.5,0.2
Cc1cnc(C(=O)OCC(=O)NCCc2ccccc2)cn1,-2,0.1,-2,-0.8,0.8,2,0.4,0.9,4,-1.2,-1.1
C[C@@H]1CN([C@@H](C)CO)C(=O)CCCn2cc(nn2)CO[C@H]1CN(C)S(=O)(=O)c1ccc(-n2cccn2)cc1,0,-1.2,2,-0.6,1.0,-7,-0.3,0.8,4,0.7,-0.5
O=C(NC1CCCCC1)c1ccc(Cn2cc(Br)cn2)o1,3,-2.3,-4,-1.3,0.0,4,-0.6,0.8,-2,-2.1,-0.1
CC1(C)Cc2cccc(OCC(=O)NCc3cccs3)c2O1,-1,0.1,-5,-0.4,-1.2,-2,-2.2,-0.8,3,-0.7,1.0
N#CN1CCC(NS(=O)(=O)c2ccc(C(F)(F)F)cc2)CC1,-1,-0.6,2,-1.3,-0.1,-3,0.2,0.7,1,0.2,-0.5
O=C1C(=Cc2ccc(Cl)cc2)CCc2ccccc21,4,.,1,-0.8,.,1,-0.8,15*,3,2.8,7.4*
COC(=O)CNC(=O)c1cccs1,-2,-2.2,0,-1.4,-1.0,2,0.1,4.4,14,-1.1,-0.5
Cc1nn(C(=O)/C(C#N)=C/N(C)C)c(C)c1C,-1,4.1,0,-1.9,1.5,-4,-1.6,-0.4,2,2.2,0.7
CC(C)c1ccc(CN2CC(C(=O)O)CC2=O)cc1 (centres undefined),0,-0.2,-3,-1.5,-0.3,1,1.9,-0.2,1,-1.5,0.0
COc1ccc(C2C(C(=O)c3ccco3)=C(O)C(=O)N2CCN2CCOCC2)c(OC)c1 (centres undefined),2,-1.2,-13,-1.0,-0.2,-1,-1.8,0.4,3,-0.6,0.7

# 3 entries from above, sorted by the value under FXN GAA850 act, low to high:
Structure | FXN GAA850 act
CC1(C)C(c2cccs2)=[N+]([O-])C2(CCCCC/C2=N\NC(N)=O)N1O (centres undefined) | -1.7
COc1ccc(C2C(C(=O)c3ccco3)=C(O)C(=O)N2CCN2CCOCC2)c(OC)c1 (centres undefined) | -1.2
O=C(COc1cccnc1[N+](=O)[O-])Nc1ccc2c(c1)OC(F)(F)O2 | 0.1

# Next records
SMILES,SMARCA2 activ,FXN GAA850 act,PLC-beta3 inh,ssDAF-12 act,DAX1 inh-1,Rev-erbA mod,PG9 Ab binder,hgDAF-12 ag,sPLA2-III inh,hcDAF12 agonist,DAX1 inh-2
Cc1nc(C)n(C(C)CC(=O)O)n1 (centres undefined),-3,-0.1,9,-1.2,1.5,3,-2.2,2.4,6,-0.6,0.6
CCCCOCC1CN(CCCC)S(=O)(=O)c2c(Oc3ccc(C(C)C)cc3)cccc2O1 (centres undefined),-3,.,1,-0.5,.,0,0.6,0.0,2,3.0,-1.4
CCOc1ccc(Nc2nc(NCc3ccco3)nc(N)c2[N+](=O)[O-])cc1,-2,0.4,-4,-1.9,0.7,-2,-0.6,1.2,-3,-2.5,0.0
COC(=O)NNC(=O)COc1cc(C)ccc1C,-2,-2.1,-4,-0.7,-0.3,-3,-1.0,0.5,14,-3.0,-0.4
C/C(=C\C(=S)Nc1ccccc1)Nc1ccc2ccccc2c1,2,1.4,-21,0.1,-0.7,-1,-3.1,3.0,4,6.9*,0.5
COc1ccc(C(=O)OCCN2CCOCC2)cc1OC,-1,1.9,1,-0.7,0.4,-3,-2.6,-0.6,-2,0.5,0.2
O=C1C(=Cc2ccccc2O)SC(=S)N1CCCN1CCOCC1,2,-0.2,-15,0.3,2.9,4,-0.2,1.4,-10,3.9,-0.8
Cc1ccc(NC(=O)CN(C)C(=O)CSc2nc3ccccc3o2)cc1,0,0.2,3,-0.9,0.2,5,-2.2,0.8,-8,-0.1,-0.5
O=CN1CCN(C(=O)CC(c2ccccc2)c2cc(Br)ccc2O)CC1 (centres undefined),-2,0.0,-2,-1.3,1.7,-2,-3.0,-2.9,-13,-0.1,-0.2
Cc1[nH]c2ccc(F)cc2c(=O)c1SC(F)(F)C(F)F,-3,0.8,4,-1.3,-1.1,-7,1.0,0.7,7,-1.9,-0.7
Cn1c(=O)c2c(nc(C3CC4C5CCC(C5)C4C3)n2C)n(C)c1=O (centres undefined),2,-0.9,2,-1.2,1.0,-3,1.9,-1.9,2,-0.5,-0.5
COc1ccc(OC)c(S(=O)(=O)N2CCN(C(=O)c3cc(C4CC4)nn3-c3ccccc3)CC2)c1,-1,3.3,-2,-1.4,-0.8,-1,-2.3,-2.1,-5,-1.0,1.1
CCCn1c(=O)c(C(=O)NCc2cccnc2)c(O)c2ccccc21,-3,0.6,5,-0.6,-0.6,3,3.2,4.1,-2,-0.1,-0.4
COc1cccc(NC(=O)n2nc(N)cc2-c2ccc(Cl)cc2)c1,-1,-0.5,-17,-0.6,-0.6,-4,-2.0,12*,-2,-0.1,-0.6
C[C@H](O)[C@@H]1CN2CCc3ccc(-c4ccc5c(c4)OCO5)cc3[C@@H]2C[C@@H]1N(C)C(=O)c1ccco1,-5,.,0,-1.0,.,2,0.0,-0.4,-11,-0.6,0.2
CC1CCC2(CC1)NC(=O)N(Cc1nc(-c3ccccc3)no1)C2=O (centres undefined),-1,2.5,-4,-1.2,0.4,3,-0.9,0.4,2,-1.1,-0.1
Cc1ccc2c(c1)N(CC(=O)N1CCCCCC1)C(=O)CO2,-4,-0.5,4,-1.6,0.9,6,0.3,1.8,16,-0.9,-0.7
COc1cccc(C(C)(O)c2nc(-c3cc4ccccc4o3)cs2)c1 (centres undefined),-5,-0.2,-8,-0.7,.,4,-3.1,0.5,-18,-1.0,-0.5
Cn1nc(NC(=O)C(F)(F)F)c2ncc(-c3ccc(Cl)cc3)nc21,6,6.8,-3,-0.6,4.2*,-3,-3.4,6.4,-1,-0.8,0.2
COc1ccc(N2CC(C(=O)NCc3ccco3)CC2=O)cc1 (centres undefined),-1,1.8,-6,-1.4,2.8,-1,0.5,1.3,3,-2.2,0.6
Cc1ccc(S(=O)(=O)Nc2cccc(C(=O)NC3CCN(Cc4ccccc4)CC3)c2)cc1F,-3,-1.5,-3,-1.9,-2.4,-6,0.2,-4.6,-31,-2.9,-3.7
O=C(O)COc1ccc(/C=N/NC(=O)Cc2ccc(Cl)cc2)cc1,-3,2.4,-4,-0.7,0.5,4,-3.6,-1.3,0,0.5,0.2
COc1ccc(C(=S)N2CCN(c3cccc(Cl)c3)CC2)c(OC)c1,-1,-4.2,-5,-1.3,-4.1,4,-0.3,1.9,11,-0.7,-3.0
Cc1c(NC(=O)C(C)OC(=O)c2cc(Cl)ccc2O)c(=O)n(-c2ccccc2)n1C (centres undefined),-2,-0.2,-13,-1.2,0.0,1,-3.0,3.4,-6,0.8,-0.2
CCC(=O)Nn1c(C)nnc1C,0,3.9,2,-0.7,0.3,4,0.4,-1.4,3,-1.0,0.1
CC(C)CNC(=O)OCc1cn(Cc2ccc(F)cc2F)nn1,0,.,2,-1.4,.,7,.,2.5,4,-1.1,-0.4
Cc1ccc(S(=O)(=O)N2CCOCC2)cc1NC(=O)CNCc1ccccn1,-1,-1.2,-6,-1.0,0.8,0,-0.7,-2.7,0,-1.6,-0.1
COc1ccc(CCNCC(=O)Nc2c(C)cc(C)cc2C)cc1OC,-4,0.9,-2,-1.6,0.5,1,-1.1,0.2,4,-2.2,0.2
Cc1cc(C(=O)O)cc(S(=O)(=O)NNC(=O)c2cccs2)c1C,4,-0.5,-5,-0.2,-0.2,-1,-1.4,2.2,4,-0.9,-0.5
COc1ccccc1Nc1nc(N)nc(CN2CCOCC2)n1,2,-0.2,4,-1.9,0.5,-4,-0.2,0.8,4,-0.6,0.0
Cc1occc1C(=O)Nc1nn[nH]n1,-2,-0.7,5,-1.3,0.2,2,0.1,-1.2,3,0.6,0.0
CCC(C)[C@H](NC(=O)N1CCn2c1nc1ccccc12)C(=O)NCC1CCCO1 (some centres undefined),-2,2.3,-7,-1.2,0.8,3,-1.1,-1.5,7,2.9,-0.2
CCC(c1nnnn1Cc1ccccc1)N1CCN(c2ccc(OC)cc2)CC1 (centres undefined),-1,-1.3,-5,-1.7,0.4,-3,0.1,-1.0,2,-1.5,-1.1
CC(C)Nc1nc2cccnc2s1,-1,0.2,5,-1.5,1.3,-3,0.5,-0.5,-2,-0.7,0.1
COCCN(C(=O)COC(=O)C1=COCCO1)c1c(N)n(Cc2ccccc2)c(=O)[nH]c1=O,-1,1.6,-14,-0.8,0.8,3,-0.9,-0.2,11,0.9,0.0
NC(=O)c1cccc(S(=O)(=O)N2CC(c3ccccc3)CC2=O)c1 (centres undefined),-1,-0.4,6,-1.4,0.0,2,-1.0,-1.4,-3,-2.9,-2.0
COc1ccc(C(=O)OCC(=O)Nc2ccc(F)c(F)c2)cc1OC,-2,-0.6,2,-1.4,0.5,-1,0.7,-2.9,-1,-1.2,0.6
CCOc1ccc(N(CC(=O)Nc2c(C)n(C)n(-c3ccccc3)c2=O)S(=O)(=O)c2ccc(C(C)(C)C)cc2)cc1,0,.,-1,-1.4,.,-7,.,-3.0,3,-1.2,-1.4
OC(CNC1CCCCCC1)COc1cccc2ccccc12 (centres undefined),-3,-3.6,-5,-1.1,0.1,2,-1.1,0.4,-1,0.6,-0.5
Cn1c(C(=O)O)c(CC(=O)N2CCC(Cc3ccccc3)CC2)c2ccccc21,-1,-0.5,-10,0.6,-0.7,-1,-1.3,-0.3,10,3.4,0.0
